DNMT1 inh: DNMT1 (human) enzyme inhibition | P26358 | DNMT1 molecular beacon, Hinp1I cleavage, fluorescence | inhibition (reported as % activation of signal), % at 10 µM | 360,000 tested, 0.83% active | AID 588458; in the data active = inhibition above about 50%
Target sequence (P26358 504-1616 limits assumed): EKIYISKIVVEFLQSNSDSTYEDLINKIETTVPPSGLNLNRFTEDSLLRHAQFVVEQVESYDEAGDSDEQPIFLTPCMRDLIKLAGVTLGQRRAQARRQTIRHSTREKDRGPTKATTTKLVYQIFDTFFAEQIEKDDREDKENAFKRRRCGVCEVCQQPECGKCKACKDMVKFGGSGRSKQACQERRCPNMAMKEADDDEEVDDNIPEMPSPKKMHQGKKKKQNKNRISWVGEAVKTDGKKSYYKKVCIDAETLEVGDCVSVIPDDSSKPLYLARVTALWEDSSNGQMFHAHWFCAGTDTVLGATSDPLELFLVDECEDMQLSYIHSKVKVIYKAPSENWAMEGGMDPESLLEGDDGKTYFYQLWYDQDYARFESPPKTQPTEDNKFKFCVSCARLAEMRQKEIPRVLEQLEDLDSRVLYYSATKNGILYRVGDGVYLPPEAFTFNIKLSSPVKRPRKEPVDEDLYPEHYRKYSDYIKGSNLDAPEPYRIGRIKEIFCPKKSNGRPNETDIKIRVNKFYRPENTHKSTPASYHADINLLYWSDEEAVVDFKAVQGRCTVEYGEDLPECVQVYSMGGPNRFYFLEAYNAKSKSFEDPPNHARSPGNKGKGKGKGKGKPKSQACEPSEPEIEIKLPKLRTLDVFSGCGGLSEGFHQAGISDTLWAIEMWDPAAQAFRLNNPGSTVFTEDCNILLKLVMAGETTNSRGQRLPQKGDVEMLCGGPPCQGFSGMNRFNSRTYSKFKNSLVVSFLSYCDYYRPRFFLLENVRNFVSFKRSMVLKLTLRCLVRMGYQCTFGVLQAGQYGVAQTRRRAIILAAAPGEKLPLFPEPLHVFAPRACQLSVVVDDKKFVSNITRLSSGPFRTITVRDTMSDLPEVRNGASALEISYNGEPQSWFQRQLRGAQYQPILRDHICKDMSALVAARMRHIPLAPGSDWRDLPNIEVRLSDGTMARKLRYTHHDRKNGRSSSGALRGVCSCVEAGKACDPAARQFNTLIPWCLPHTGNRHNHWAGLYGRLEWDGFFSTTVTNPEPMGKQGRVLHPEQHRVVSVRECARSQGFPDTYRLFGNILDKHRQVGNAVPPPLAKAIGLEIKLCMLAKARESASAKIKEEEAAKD
Scp-1 inhibitor: blocks human Scp-1 phosphatase activity | Q9GZU7 | Recombinant Scp1, phosphopeptide, malachite green phosphate absorbance | inhibition, % at 20 µM | 340,000 tested, 0.88% active | AID 493091;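 active = inhibition above about 50% at 20 µM, limit read from the data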;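 also: plate controls were DMSO wells with enzyme for no effect and wells lacking enzyme for full effect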
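Test system: SCP-1 phosphatase catalytic domain, residues 76-261; measured by: colorimetric phosphate reagent with accelerator and stabiliser, absorbance at 630 nm; timing: enzyme reaction 45 min at room temperature, colour 5 min, stabilisation 30 min; also added: Phosphorylated 17-residue peptide substrate; compound dosing: one concentration, 20 µM, with 1.0% DMSO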
Tb MetRS inh: Trypanosoma brucei MetRS inhibition; purified T. brucei MetRS, ATP depletion, Kinase-Glo luminescence; inhibition, % at 11.9 µM; 360,000 tested, 0.4% active; AID 624268;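 active = inhibition above a per-plate cutoff of the control wells' mean inhibition plus 3 SD, cut at about 5.5% in these data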;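 also: 0% = DMSO wells median and 100% = median of wells with control inhibitor compound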
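Measured by: Kinase-Glo luciferase luminescence reporting remaining unconsumed ATP. Material: purified T. brucei MetRS enzyme. Doses: 11.9 µM compound single dose, 0.9% DMSO. Medium: HEPES buffer containing pyrophosphatase, BSA, spermine, DTT. Times: 15 min preincubation, 2 h reaction, all 25 °C. Reagent: methionine, ATP and bulk E. coli tRNA.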
Rpn11 block: blocks the human proteasome subunit Rpn11; calls only at 20 µM; 360,000 tested, 0.59% active; AID 588493; human 26S proteasome, Ub4-pepOG fluorescence polarization; 20S core pre-blocked with epoxomicin; O00487;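 active = inhibition at 20 µM, scaled to each plate's controls, above about 33%, limit read from the data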
MsrA inhibitor: bovine MsrA inhibition. purified bovine MsrA, absorbance read-out. inhibition, % at 15.5 µM. 360,000 tested, 0.75% active. AID 651718; in the data active = inhibition above about 4.5%;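 also: 0% = vehicle wells with enzyme and 100% = reference inhibitor wells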
CSN inh: blocks human CSN-mediated cullin deneddylation. Q92905. Purified CSN, SCF-Nedd8-OG deneddylation, fluorescence polarization. inhibition, % at 12.5 µM. 360,000 tested, 0.38% active;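 active = pattern-corrected inhibition above about 35%, with an unprinted fluorescence ratio check between 0.5 and 1.5, limit read from the data, passing the limit was not always enough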;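 also: 0% = enzyme with substrate and 100% = substrate without enzyme; some results filed as inactive read as strong as hits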
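Assay system: purified human Csn5 enzyme expressed in HEK293T cells; Input: 0.24 nM Csn5 enzyme, final concentration; Reagent: 10 nM SCFSkp2-Nedd8OG; Compound dosing: 12.5 µM single point; Times: reaction 90 min, room temperature; Technique: fluorescence polarization readout.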
LMPTP block: LMPTP (human) inhibition | P24666 | recombinant LMPTP-A, OMFP fluorogenic substrate, fluorescence intensity | inhibition, % at 20 µM | 360,000 tested, 0.22% active;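 active = compounds that cut the enzyme signal by at least half of the control window in the single-dose screen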;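 also: plate controls were DMSO wells with enzyme plus substrate for no effect and substrate without enzyme for full effect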
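Material: LMPTP-A; amount: 0.625 nM enzyme; doses: single 20 µM dose; times: reaction 50 min, room temperature, dark; technique: fluorescence intensity of OMFP turnover product; benchmarks: no-enzyme and uninhibited controls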
STEP block: STEP (human) phosphatase inhibition; P54829; inhibition, % at 20 µM; 360,000 tested, 0.25% active; recombinant STEP, OMFP fluorogenic substrate, fluorescence; AID 588621;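 active = inhibition at 20 µM, scaled per plate between control wells, above about 37%, limit read from the data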;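 also: 0% = DMSO with enzyme and substrate and 100% = substrate only without enzyme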
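Material: STEP (striatal-enriched tyrosine phosphatase) enzyme, cell-free | Medium: 50 mM Bis-Tris pH 6.0 with 2.5 mM DTT and 0.005% Tween 20 | Read-out: Percent inhibition scaled to no-enzyme and uninhibited-enzyme controls, plate-pattern corrected | Signal: Fluorescence read at 480 nm ex / 540 nm em | Times: 20 min reaction, room temperature, in the dark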
NadD inh: NadD (S. aureus) enzyme inhibition | 360,000 tested, 0.78% active | purified NadD enzyme, colorimetric absorbance read-out | AID 602399 | inhibition, % at 20 µM; in the data active = inhibition above about 26%; also: some compounds past the cut are filed as inactive
SUMO1-SIM PPI: modulators of human SUMO1-mediated protein-protein interactions; P63165; inhibition, % at 20 µM; 360,000 tested, 0.33% active; SUMO1 binding to a labelled peptide, TR-FRET, 1 h; AID 602429; in the data active = inhibition above about 37%
An asterisk follows results filed as active; i = inactive; nt = no result given; + = active, no number; & = joins results of further samples. Random draw from the library. About 3.9% of those tested had a hit in this group.

DNMT1 inh	Scp-1 inhibitor	Tb MetRS inh	Rpn11 block	MsrA inhibitor	CSN inh	LMPTP block	STEP block	NadD inh	SUMO1-SIM PPI	mol
2	12	-0.7	i	0.0	0	3.4	5	1	-14	Cc1cc(C)n2nc(SCN3C(=O)c4ccccc4C3=O)nc2n1
-1	0	0.2	i	-0.6	-4	-0.7	0	5	-3	Cc1cccc(C)c1NS(=O)(=O)c1cc2c3c(c1)CC(=O)N3CCC2
2	-9	-0.7	i	1.1	3	-1.4	-2	0	-3	COCC(C)n1c(SCC(=O)N(C)C2CCS(=O)(=O)C2)nc2ccccc2c1=O (configuration not stated)
-3	-1	-0.4	i	1.1	-4	-1.1	-2	3	2	CCOc1ncccc1C(=O)Nc1cccc(S(=O)(=O)NC2=NCCC2)c1
-1	8	-1.3	i	0.2	-1	-2.2	0	-3	1	COc1ccc(N2C(=O)CC(N3CCN(c4cccc(Cl)c4)CC3)C2=O)cc1 (configuration not stated)
5	-3	-1.1	i	nt	1	2.5	4	9	0	CCCCCCCCCCNC(=O)C(=O)Nc1ccccn1
3	-3	0.6	i	1.6	-10	-0.5	1	12	-23	COc1ccc(C(CC(=O)O)NC(=O)c2cc3cc(Br)ccc3oc2=O)cc1OC (configuration not stated)
-2	-8	0.3	i	4.0	4	-0.9	-3	-5	-2	CCn1cc(/C=C(\NC(=O)c2ccccc2Cl)C(=O)N2CCN(C)CC2)c2ccccc21
1	3	-1.3	i	1.0	-4	-1.0	-17	-2	1	COc1ccc(-c2nnc(N(C)C(=O)C3CCCO3)s2)cc1 (configuration not stated)
-3	nt	-0.4	i	0.0	0	-1.8	4	4	3	CC1=C(C(=O)Nc2cc(C(=O)N3CCN(c4ccc(Cl)cc4)CC3)ccc2C)SCCO1
2&1	-4&6	-0.4&-0.2	i	0.8&0.1	1&-4	-0.1&0.5	1&6	1&1	-1&1	O=C(O)CSc1nc2c(c(C(F)(F)F)n1)CCCC2
2	4	-0.5	i	0.3	1	-2.8	-3	2	1	CS(=O)(=O)N(CC(=O)N1CCOCC1)c1ccc2c(c1)OCO2
1	nt	-0.1	i	0.5	2	-0.4	-4	3	2	CSc1ccc(CNC(=O)C2CCC(=O)N(CC3CCCCC3)C2)cc1 (configuration not stated)
-3	-2	-0.4	i	0.2	1	1.2	-2	-1	4	COc1cccc(CNC(=O)Cc2csc(NC(=O)Nc3ccccc3OC)n2)c1
nt	nt	-0.1	nt	-0.8	2	2.3	nt	17	1	COC(=O)[C@]12CCCCC=C1N(Cc1ccco1)C(=O)[C@H](CC(=O)N1CCC(c3ccccc3)CC1)C2
nt	nt	-0.1	nt	1.6	-2	7.0	nt	32*	-4	COC(=O)c1ccc(N2C(c3cc(OC)cc(OC)c3)=Cc3ccc(-c4cccnc4)cc3C2CC(=O)C2CC2)cc1 (configuration not stated)
-5	nt	-0.2	i	-0.9	3	-1.4	1	-2	0	COc1cccc(S(=O)(=O)N(C)C[C@H]2Oc3ncc(Br)cc3C(=O)N([C@H](C)CO)C[C@H]2C)c1
15	-4	-1.4	i	nt	3	2.9	-4	-2	-3	C/C(=N/NC(=O)c1ccc(Cl)cc1Cl)c1cccnc1
0	-6	-0.9	i	-0.7	-4	-0.4	-1	-2	3	CC(C)[C@H](NC(=O)c1ccccc1)C(=O)OCC(=O)N1CCc2ccccc2C1
2	-2	0.2	i	-1.4	-1	-1.7	0	5	12	O=C(O)c1cc(NC(=O)c2cccc(C(=O)Nc3cc(C(=O)O)cc(C(=O)O)c3)c2)cc(C(=O)O)c1
5	3	-0.6	i	0.4	-3	-0.5	-4	-3	0	Fc1cccc(Cl)c1-c1nnc2ccc(C(F)(F)F)cn12
-8	-10	0.8	i	0.9	-6	7.2	6	2	-5	Cc1cc(N/N=C/c2ccccc2)nc(NCc2ccccc2)n1
0	-5	0.1	i	0.8	-2	-2.0	0	-7	4	Fc1ccc(-c2ccc(CNCc3ccccn3)o2)cc1Cl
1	-4	-0.3	i	-0.3	-5	-2.0	-1	-5	3	Cc1ccc(-c2nc3ccccc3c(=O)o2)cc1
-20	-1	-0.7	i	0.8	-3	-1.4	0	6	-5	Cc1ccc(NC(=O)Cc2nc(CCl)cs2)cc1
2	-12	-0.5	i	-0.8	-4	-0.1	-3	0	2	CC(NC(=O)CN1CCN(Cc2cccc(F)c2)CC1)c1ccccc1 (configuration not stated)
-1	-2	0.0	i	-0.7	2	-0.9	-1	-1	0	Nc1ccc(S(=O)(=O)N2CCCC2C(=O)O)cc1 (configuration not stated)
1	-7	-0.4	i	0.3	2	0.0	2	10	3	Cc1cc2oc(=O)cc(CN3CCCCC3C)c2cc1C(C)C (configuration not stated)
1	-2	0.1	i	-0.2	1	-2.8	-10	0	-4	O=S(=O)(/C=C/c1ccccc1)NCCc1ccccn1
0	-9	-0.2	i	2.4	-3	-0.7	-1	-1	-1	C/C(=N\NC(=O)c1ccccc1F)c1ccccn1
-5	-4	-0.6	i	-0.5	5	1.6	-6	3	-1	CCNc1nc(NCC)n2c(SCC(=O)c3ccccc3Cl)nnc2n1
0	-4	-0.7	i	-0.4	-1	0.1	-2	3	-4	CC(C)(C)NC(=O)CSc1nnc(-c2ccccn2)n1-c1ccccc1
6	4	0.3	i	0.2	-3	1.6	-1	5	-1	CC(C)(C)C1CCC(CN2CCC(CN3C(=O)C(=O)NC[C@@H]3Cc3ccccc3)CC2)CC1 (some centres not stated)
6	4	-0.8	i	0.7	0	1.3	-3	-1	4	COc1cccc(CN(C)CC(=O)NC(=O)NCc2ccccc2)c1
1	-1	-0.3	i	0.6	-4	-0.4	3	-4	2	COc1ccc(CNC(=O)C(c2ccccc2F)N(C(=O)c2csnn2)C2CC2)cc1 (configuration not stated)
2	-8	-0.4	i	1.5	7	0.7	3	1	11	CCOC(=O)/C(C#N)=C1/C=C(C)NC(c2ccccc2O)=N1
-10	6	-0.5	+	-0.8	-1	-0.8	0	3	1	Cc1ccc(Cn2ncc3c(N4CCN(c5ccc(C)cc5)CC4)ncnc32)cc1
4	15	-0.5	i	3.2	1	-0.2	-2	-5	-14	CC(=NNc1nc2ccccc2o1)c1ncccn1
3	-7	-0.6	i	1.7	0	-0.5	-2	-2	2	CCCc1cc(=O)oc2cc(OCC(=O)NCCCn3ccnc3)c(Cl)cc12
-1	-3	-1.0	i	0.1	0	0.8	-1	-5	6	CC(C)n1nc(C(=O)Nc2nc3ccc(S(C)(=O)=O)cc3s2)c2ccccc2c1=O
-5	-8	-0.1	i	-0.4	1	4.2	0	-6	1	CCc1cc(Cn2nc(-c3ccccc3)cc2C(=O)NCc2ccc(C)cc2)on1
4	-8	0.3	i	-0.1	-4	-0.2	-3	-12	2	CC(=O)c1sc(NC(=O)c2ccc(F)cc2)nc1-c1ccccc1
-3	-4	0.2	i	0.4	2	0.1	0	-1	2	O=C(NCc1ccco1)/C(=C\c1ccco1)NC(=O)c1ccco1
-1	-13	-0.4	i	nt	4	2.3	1	7	-23	O=C(Nc1ccccc1N1CCN(C(=O)c2ccc(Cl)cc2)CC1)c1ccc([N+](=O)[O-])o1
7	-11	0.0	i	-0.3	-8	-0.7	1	2	-5	CCCCC(=O)Nc1ccc(N2CCN(C(=O)CC)CC2)cc1
-2	-5	0.0	i	0.8	0	0.6	7	0	-1	Cc1cc(C)c2nc(SC3CCOC3=O)cc(C)c2c1 (configuration not stated)
1	-12	0.3	i	4.9*	-6	-0.9	1	-5	-10	COc1ccc(/C=C/C(=O)Nc2nc(C)cc(C)n2)cc1OC
-1	-7	-0.1	i	0.2	3	-1.3	-3	1	-2	CC(C)CC1NC(=O)N(CC(=O)NC2CCCCC2)C1=O (configuration not stated)
5	nt	0.0	i	-0.7	1	-0.4	-1	-1	2	CCNC(=O)C1(C)CCN(C(=O)c2ccc(N(C)C)cc2)C1 (configuration not stated)
2	nt	-0.4	i	0.2	4	0.3	-1	-1	-2	COCCNC(=O)C1(C)CCCN(Cc2cc(-c3ccccc3)nn2C)C1 (configuration not stated)

Complete entries as entered above. Order of screens: DNMT1 inh | Scp-1 inhibitor | Tb MetRS inh | Rpn11 block | MsrA inhibitor | CSN inh | LMPTP block | STEP block | NadD inh | SUMO1-SIM PPI
O=C(NCc1ccco1)/C(=C\c1ccco1)NC(=O)c1ccco1 in the list: -3 | -4 | 0.2 | i | 0.4 | 2 | 0.1 | 0 | -1 | 2
COc1ccc(C(CC(=O)O)NC(=O)c2cc3cc(Br)ccc3oc2=O)cc1OC (configuration not stated) in the list: 3 | -3 | 0.6 | i | 1.6 | -10 | -0.5 | 1 | 12 | -23
COc1cccc(CNC(=O)Cc2csc(NC(=O)Nc3ccccc3OC)n2)c1 in the list: -3 | -2 | -0.4 | i | 0.2 | 1 | 1.2 | -2 | -1 | 4
COc1ccc(N2C(=O)CC(N3CCN(c4cccc(Cl)c4)CC3)C2=O)cc1 (configuration not stated) in the list: -1 | 8 | -1.3 | i | 0.2 | -1 | -2.2 | 0 | -3 | 1
CCc1cc(Cn2nc(-c3ccccc3)cc2C(=O)NCc2ccc(C)cc2)on1 in the list: -5 | -8 | -0.1 | i | -0.4 | 1 | 4.2 | 0 | -6 | 1

(listing goes on)
DNMT1 inh	Scp-1 inhibitor	Tb MetRS inh	Rpn11 block	MsrA inhibitor	CSN inh	LMPTP block	STEP block	NadD inh	SUMO1-SIM PPI	mol
0	-1	-0.7	i	-0.2	-1	-0.6	-2	-9	4	CSc1ncc(C(C)=O)c(C)n1
2	-3	-0.6	i	-0.9	-6	-0.1	0	-1	0	COc1ccccc1C(=O)C1CCCN(C(=O)c2ccc3c(c2)OCCO3)C1 (configuration not stated)
0	4	0.1	i	0.4	0	0.6	-1	2	-2	Cc1ccc(-c2cc(C(=O)Nc3c(C)n(C)n(-c4ccccc4)c3=O)[nH]n2)c(O)c1C
3	-7	-0.1	i	-0.5	-3	-0.9	3	3	2	Cc1ccccc1C(=O)NCCCNC(=O)c1ccccc1C
-3	-5	-0.4	i	0.0	-2	-7.6	-3	-10	-8	Cc1ccc(C(C)C)c(OCCOCCN2CCNCC2)c1
7	nt	-0.2	i	0.0	2	-0.3	0	0	0	Cc1cccc(S(=O)(=O)NC(=O)C2(C)CCN2C(=O)c2ccccc2CCc2ccccc2)c1 (configuration not stated)
-3	-3	0.1	i	0.1	3	-0.3	-1	0	0	Cc1ccc(N2CCN(c3cc(C)nc4nc(C)nn34)CC2)c(C)c1
